Bioassay records (PubChem BioAssay)
OX1R antag-1 = antagonists of human orexin 1 receptor (OX1R); OX1R-expressing cells, FRET antagonist read-out; inhibition, % at 6.6 µM; 330,000 compounds, 1.8% hits; AID 485270; in the data active means inhibition mostly above about 38%, no sharp cut-off; inactive means mostly below about 40%;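 further: 0% = agonist challenge alone and 100% = reference antagonist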
Target sequence (O43613 whole entry, looked up): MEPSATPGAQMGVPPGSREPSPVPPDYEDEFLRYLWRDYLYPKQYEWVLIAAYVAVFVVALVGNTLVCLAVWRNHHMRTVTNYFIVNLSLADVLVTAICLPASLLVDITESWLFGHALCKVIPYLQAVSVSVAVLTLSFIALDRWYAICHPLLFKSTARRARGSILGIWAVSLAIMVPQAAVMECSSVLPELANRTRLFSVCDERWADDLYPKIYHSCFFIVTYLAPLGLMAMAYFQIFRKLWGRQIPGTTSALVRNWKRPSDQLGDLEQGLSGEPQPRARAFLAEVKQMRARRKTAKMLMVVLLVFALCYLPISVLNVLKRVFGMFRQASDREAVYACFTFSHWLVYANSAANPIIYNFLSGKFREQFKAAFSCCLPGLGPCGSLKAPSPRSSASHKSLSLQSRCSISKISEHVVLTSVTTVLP
OX1R antag-2 = antagonists of human orexin 1 receptor; O43613; inhibition, % at 5 µM; AID 434989; CHO/OX1R cells, Fluo-8 calcium fluorescence, orexin A; 330,000 compounds, 0.43% hits;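 active means inhibition above its plate's threshold, mean inhibition of all tested compounds on the plate plus 3 SD, cut at about 37% in these data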;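 further: 0% = orexin A challenge wells and 100% = SB-334867-A antagonist wells; not every result past the cut was called active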
* hit, by the source's call.

smiles	OX1R antag-1	OX1R antag-2
CCOC(=O)C1(Cc2ccccc2)CCN(Cc2cnn(C(C)C)c2)CC1	15	-12
COc1cc(Cl)cc(/C=C/c2ccc3ccccc3n2)c1OC(C)=O	47	-22
COc1cc(Cl)cc(C(c2c(C(=O)O)[nH]c3ccccc23)c2c(C(=O)O)[nH]c3ccccc23)c1O	1	-13
Cn1nc(C(=O)N2CCN(S(=O)(=O)/C=C/c3ccccc3)CC2)c2ccccc2c1=O	1	-35
Cc1ccc(NC(=O)CNC(=O)COc2ccccc2)nc1	5	-22
CS(=O)(=O)N(Cc1ccccc1)c1ccc(C(=O)NCCSc2ccccn2)cc1	28	-5
CCOc1ccccc1NC(=O)Nc1ccc(Br)cc1C	18	-20
Cc1ccc(S(=O)(=O)NCCOc2cc(C)ccc2C)cc1	22	-30
CCOc1ccccc1/C=N/NC(=O)CNC(=O)c1cccs1	14	-12
Cc1ncc(CO)c(/C=N/N=C/c2ccccc2O)c1O	1	1
O=C(NC1CC1)C1CCN(C2CCN(C(=O)c3ccc4cccc(F)c4n3)CC2)CC1	7	9
COC(=O)C1=C(C)N(CC2CCCO2)C(=O)C1 (centres undefined)	11	-8
COc1ccc(-c2cc(-c3ccccc3)nc3ncnn23)cc1	10	-16
CC(CNS(=O)(=O)c1ccccc1)(c1ccccc1)N1CCOCC1 (centres undefined)	10	-19
O=C1Nc2cc(Cl)ccc2Nc2cscc21	4	-21
Cc1ccnc(NC(=O)Cn2ccc([N+](=O)[O-])n2)c1	16	-18
O=C(NCC1CCCO1)c1ccc2c(=O)n(Cc3ccc(Cl)cc3)c(=S)[nH]c2c1 (centres undefined)	19	-11
CCCCN1C(=O)Nc2ccccc2S1=O (centres undefined)	15	-10
O=C(Cc1ccc(F)cc1)N1CCN(c2ccc(F)cc2)CC1	8	-13
CC(OC(=O)CN1C(=O)c2ccccc2C1=O)C(=O)NCc1ccccc1 (centres undefined)	-9	3
CCNC(=O)CN(c1ccc(C)cc1)S(=O)(=O)c1ccc(SC)cc1	7	-36
Cc1ccc(C)c(S(=O)(=O)N2CCC3(CC2)OCCN3S(=O)(=O)c2cccs2)c1	7	-24
COc1cccc(C(=O)Nc2c3c(nn2-c2ccc([N+](=O)[O-])cc2)CS(=O)(=O)C3)c1	14	-14
O=C(NCc1ccco1)C(=S)N1CCCCC1	12	-16
CCOC(=O)Cc1csc(NC(=O)Cc2ccccc2[N+](=O)[O-])n1	47	-14
Cn1nc(N)c2c(-c3ccc(Cl)cc3)c(C#N)c(N)nc21	43	-19
CC(C)n1cc(CN2CCCC(C(=O)Nc3cccc(-c4cc5ccccc5[nH]4)c3)C2)cn1 (centres undefined)	-3	-11
O=C(O)c1ccc(Cl)c(S(=O)(=O)N2CCC(Cc3ccccc3)CC2)c1	24	2
Clc1nc(-c2ccccc2)cc(-c2ccccc2)n1	36	-31
CCCCCCCN(C(=O)CCl)c1ccccc1C	3	-13
Cc1cccc(C)c1N=Cc1c(C(F)(F)F)[nH][nH]c1=O	3	-5
CC(C)NC(=O)Nc1n[nH]c(Nc2ccc(Cl)cc2)n1	9	-17
C=CCn1c(SCc2nnc(-c3ccccc3)o2)nnc1C(O)c1ccccc1 (centres undefined)	13	-13
Cc1c(NC(=O)CCC(=O)N2CCCCC2)c(=O)n(-c2ccccc2)n1C	24	-13
CN1CCN(C2CC(=O)N(Cc3ccc(N4CCCC4=O)cc3)C2=O)CC1 (centres undefined)	2	-9
CC(/C=C1\SC(=S)N(CCC(=O)Nc2ccc(O)cc2)C1=O)=C\c1ccccc1	5	-6
O=C(NC1CCSc2ccccc21)c1c(F)cccc1Cl (centres undefined)	10	-18
O=C(NCCN1CCN(S(=O)(=O)c2ccccc2)CC1)C(=O)Nc1ccc(F)cc1	16	-9
CS(=O)(=O)N1CCC(C(=O)Nc2ccc(Oc3ccccc3)cc2)CC1	12	7
COCCNC(=O)C(c1ccc(C)cc1)N(CCOC)C(=O)CCC(=O)Nc1nccs1 (centres undefined)	18	-8
COc1cccc(C(=O)Cn2c(Br)nc3c2c(=O)n(C)c(=O)n3C)c1	15	-13
O=C(NCc1csc(-c2cccs2)n1)C1CCC1	16	-14
COCCN1CCN(c2c3c(nc4cc(-c5cccc(F)c5)nn24)CCC3)CC1	4	-25
c1ccc(-c2csc(=Nc3cccnc3)n2CC2CCCO2)cc1 (centres undefined)	39	-1
O=C(CN1CCCc2ccccc21)Nc1cc(S(=O)(=O)N2CCCC2)ccc1Cl	3	-9
Cc1ccc(CC(=O)Nc2ccc(S(=O)(=O)N3CCOCC3)cc2)cc1	1	3
CCOC(=O)c1cc(OC(=O)c2ccccc2Br)n(-c2ccccc2)n1	28	0
CC(=O)NS(=O)(=O)c1ccc(NC(=O)c2ccc3c(c2)NC(=O)CS3)cc1	6	4
CC1CCN(c2ccc(NC(=O)Cn3c(=O)oc4ccccc43)cc2)CC1	19	-16
COc1ccc(O[C@@H]2O[C@H](COC(C)=O)[C@@H](OC(C)=O)[C@H](OC(C)=O)[C@H]2NC(C)=O)cc1	8	-3
Nc1c(-c2ccccc2)n[nH]c1-c1ccccc1	7	-1
Cc1nnc2sc(SCC(=O)Nc3ccc(Cl)cc3)nn2c1=O	10	-13
COc1ccc(Cc2nnc(N=Nc3c(O)[nH]c4ccc(Br)cc34)[nH]c2=O)cc1	4	-16
CCc1ccc(OCc2ccc(C(=O)NCc3ccccn3)o2)cc1	15	-26
Cc1ccc(NC(=O)Cn2cc(C(=O)C3CC3)c3ccccc32)c(C)c1	18	-13
CCC(CC)C(=O)N=C1SC2CS(=O)(=O)CC2N1CCc1ccc(OC)c(OC)c1 (centres undefined)	9	-26
CCN1CCN(CCCNC(=O)c2csc3c2CCCCC3)CC1	11	-20
O=C(COc1ccc(F)cc1)Nc1nnc(C2CC2)s1	9	-18
O=C(COc1ccccc1)NCC(c1ccco1)N1CCN(c2ccccc2F)CC1 (centres undefined)	10	-46
CC(C(=O)Nc1ccccc1F)N1C(=O)c2ccccc2C1=O (centres undefined)	1	3

Remaining list, next part:
smiles	OX1R antag-1	OX1R antag-2
COc1cccc(CNC(=O)C(C)n2ccc3cc(S(=O)(=O)N4CCCC4)ccc32)c1 (centres undefined)	11	-10
Cc1cc(C)c2c(c1)/C(=N/NC(=S)Nc1ccc(F)cc1)CCC2	3	0
COc1ccc(C(=O)NNC(=O)c2ccccn2)cc1	29	-19
Cc1ccc(-c2csc(=S)n2CC(=O)OCC(=O)NC(C)C(C)C)cc1 (centres undefined)	9	-13
CCCS(=O)(=O)N1CCCC(C(=O)NCCCN2CCN(c3ccccc3F)CC2)C1 (centres undefined)	4	-41
O=C(O)COCC(=O)N1CCN(C2c3ccccc3-c3ccccc32)CC1	-2	-9
CCN(CC)c1ccc(S(=O)(=O)N2CCOCC2)cc1NC(=O)COC(=O)/C=C/c1ccc(C)o1	8	3
Cc1c(CN2CCC(C)CC2)c(=O)n(-c2ccccc2)n1C	-2	-1
Cc1cc(C)cc(NC(=S)NCc2ccc(F)cc2)c1	14	-13
COc1ccccc1NC(=O)C(CCS(C)(=O)=O)N1C(=O)c2ccccc2C1=O (centres undefined)	19	-13
O=C(CN1C(=O)/C(=C/c2ccccc2)SC1=S)NC1CCS(=O)(=O)C1 (centres undefined)	12	-5
Cc1ccc(S(=O)(=O)Nc2ccccc2C(=O)OC(C)C(=O)Nc2ccc3ccccc3c2)cc1[N+](=O)[O-] (centres undefined)	35	-10
Cn1c(=O)c(C(=O)COC(=O)c2cc(-c3ccccc3)nc3ccccc23)c(N)n(Cc2ccccc2)c1=O	9	-28
COc1cc(NC(=O)c2cc(-c3ccco3)on2)c(OC)cc1Cl	8	-7
COc1cc(NC(=S)Nc2ccc(N(C)C(C)=O)cc2)cc(OC)c1	5	-18
CCCCn1nc(NC(=O)CC(C)C)c2cc3cc(OC)ccc3nc21	-10	-25
N/C(Cc1ccc(Cl)cc1Cl)=N\OC(=O)c1cccs1	17	-20
CC(=O)NCC(=O)N[C@@H](CC(=O)OCc1ccccc1)C(=O)OCc1ccccc1	30	-24
CCNC(=O)NC1c2ccccc2CSc2ccccc21 (centres undefined)	4	-24
C/C(=N\OCC(=O)Nn1c(=O)[nH]c2ccccc2c1=O)c1ccccc1	19	-12

One compound at a time, as listed above. Values in the order: OX1R antag-1, OX1R antag-2
Cc1cc(C)cc(NC(=S)NCc2ccc(F)cc2)c1 in the list: 14, -13
COc1ccccc1NC(=O)C(CCS(C)(=O)=O)N1C(=O)c2ccccc2C1=O (centres undefined) in the list: 19, -13
Cc1ccc(-c2csc(=S)n2CC(=O)OCC(=O)NC(C)C(C)C)cc1 (centres undefined) in the list: 9, -13
COc1cc(NC(=O)c2cc(-c3ccco3)on2)c(OC)cc1Cl in the list: 8, -7

Remaining list, next part.
smiles	OX1R antag-1	OX1R antag-2
O=C(NCCCO)NC12CC3CC(CC(C3)C1)C2	6	-3
Cc1ccn(CCC(=O)Nc2ccc(-c3ccno3)cc2)n1	12	3
O=C(CSc1nnc(-c2ccccn2)n1Cc1ccco1)c1ccc(Cl)cc1	22	-17
CCOCCCNC(=O)/C(C#N)=C/c1cc(OC)c(O)c([N+](=O)[O-])c1	42*	-9
CC1CCC(NC(=O)CC2Oc3ccccc3NC2=O)CC1 (centres undefined)	12	1
COc1ccc(NC(=O)Nc2cccc(OC)c2)cc1	0	-10
O=C(c1ccc(OC2CCN(CCO)CC2)cc1)N1CCCC1	16	9
O=C(c1ccco1)N1CCN(C(c2coc3ccc(Cl)cc3c2=O)c2nnnn2C2CCCC2)CC1 (centres undefined)	10	-13
CCC(c1nnnn1Cc1ccc2c(c1)OCO2)N1CCN(CC)CC1 (centres undefined)	37	-16
COc1ccc2cc3cc(C(=O)Nc4ccccc4N4CCN(C)CC4)oc3nc2c1	12	-16
CCN(CC)C(=S)Nc1ccc([N+](=O)[O-])cc1	21	8
Cc1occc1C(=O)Nc1nccs1	34	-14
O=C(NCCN1CCOCC1)Nc1ccc(F)cc1	9	-9
COc1cnc(-c2ccccn2)nc1Oc1cccc(Cl)c1	5	-47
Cc1cc(NC(=O)CSc2c[nH]c3ccccc23)no1	1	-5
Nc1nonc1-n1nnc(C(=O)N/N=C/c2cccc(F)c2)c1CN1CCCC1	6	-23
CN(CC(=O)Nc1cccc(F)c1)CC(=O)Nc1cccc(S(N)(=O)=O)c1	9	-7
C[C@@H]1CN([C@@H](C)CO)C(=O)c2cccc(NC(=O)Nc3ccc(F)cc3)c2O[C@@H]1CN(C)Cc1ccc(Oc2ccccc2)cc1	4	52*
N#Cc1ccc(C#Cc2ccc3oc4ccccc4c(=O)c3c2)cc1	6	-25
CN(C)c1ccnc(Oc2ccc(C(C)(C)C)cc2)c1C#N	25	2

A section of the results above, as a working copy:
smiles	OX1R antag-1	OX1R antag-2
N#Cc1ccc(C#Cc2ccc3oc4ccccc4c(=O)c3c2)cc1	6	-25
CN(C)c1ccnc(Oc2ccc(C(C)(C)C)cc2)c1C#N	25	2

(further entries)
smiles	OX1R antag-1	OX1R antag-2
CC1=C(C)CC2C(=O)N(c3cccc4ccccc34)C(=O)C2C1 (centres undefined)	32	-12
O=C(c1ccccc1N1CCOCC1)N1CCCC(Nc2ccc(F)cc2)C1 (centres undefined)	11	-23
O=[N+]([O-])c1ccc2c(c1)C(O)n1nc(-c3ccc(Cl)cc3Cl)nc1S2 (centres undefined)	16	-9
Cc1cccc(-c2nnn3c2nc(NCCc2ccc(S(N)(=O)=O)cc2)c2ccccc23)c1	4	-12
O=C(Cc1ccccc1)c1ccc(Cl)cc1	3	-7
CCOC(=O)N1CCC(NC(=O)CN(C)S(=O)(=O)c2cc3c(cc2Cl)NC(=O)CO3)CC1	1	-7
COc1ccccc1OCCNc1nc2c(c(=O)n(C)c(=O)n2C)n1C	10	-4
CCOc1cc(/C=C2/SC(=S)N(C)C2=O)ccc1Oc1ccc([N+](=O)[O-])cc1[N+](=O)[O-]	29	-10
O=C(NCc1ccco1)c1cc([N+](=O)[O-])cc([N+](=O)[O-])c1	118*	-4
O=C1CCCN1c1cc(Cl)cc(Cl)c1	3	9
CCOc1ccccc1NC(=O)CCNS(=O)(=O)c1ccc(NC(C)=O)cc1	0	-12
Cc1ccc(Cn2nnc3c(=O)[nH]c(C4CCN(S(=O)(=O)c5ccc(F)cc5)CC4)nc32)cc1	-3	-52
CC(C)(C)C1CCC(C(=O)Nc2ccccc2N2CCOCC2)CC1 (centres undefined)	5	-52
S=c1[nH]nc(-c2cc(-c3ccccc3)n[nH]2)n1/N=C/c1cccs1	88*	53*
CC(C)OC(=O)CSc1nc(N)c(C#N)c(-c2ccco2)c1C#N	32	-22
COc1cccc2c(N/N=C/c3ccccc3)cc(C)nc12	15	-4
Cc1ccc(CC(=O)NCC(O)c2ccccc2)cc1 (centres undefined)	9	-16
COc1ccc(-n2c(SCC(=O)O)nnc2-c2ccc(NC(=O)c3ccccc3)cc2)cc1	10	-13
CCOC(=O)c1sc(N=NC2=C(O)CCCC2=O)c(C(=O)OCC)c1C	11	-16
CC(C(=O)Nc1ccc2c(c1)OCCO2)N1Cc2ccccc2C1=O (centres undefined)	6	-18
OC(CNCCc1ccc(C(F)(F)F)cc1)COc1ccc2ccccc2c1 (centres undefined)	-5	15
CCc1nnc2sc(-c3cc(-c4ccccc4)nc4ccccc34)nn12	13	-22
O=C(CSc1ncn[nH]1)Nc1ccc(Cl)c(Cl)c1	5	-10
